Assay outcomes: PubChem BioAssay, National Center for Advancing Translational Sciences (NCATS)
GLA spleen mod = qHTS Assay for Inhibitors and Activators of Human alpha-Galactosidase From Spleen Homogenate; Alpha-galactosidase A (Homo sapiens), P06280; human spleen homogenate, 4MU-alpha-Gal fluorescence, 40 min; Potency, µM (top dose mostly 80 µM), for the others: top-dose activity change, negative = inhibition, hits mostly inhibitors; 0.008% of 240,000 active;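 also: potency is read from the fitted curve at half-maximal effect; 0% = enzyme with vehicle and -100% = no enzyme basal signal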
Target sequence (P06280 32-429 limits assumed): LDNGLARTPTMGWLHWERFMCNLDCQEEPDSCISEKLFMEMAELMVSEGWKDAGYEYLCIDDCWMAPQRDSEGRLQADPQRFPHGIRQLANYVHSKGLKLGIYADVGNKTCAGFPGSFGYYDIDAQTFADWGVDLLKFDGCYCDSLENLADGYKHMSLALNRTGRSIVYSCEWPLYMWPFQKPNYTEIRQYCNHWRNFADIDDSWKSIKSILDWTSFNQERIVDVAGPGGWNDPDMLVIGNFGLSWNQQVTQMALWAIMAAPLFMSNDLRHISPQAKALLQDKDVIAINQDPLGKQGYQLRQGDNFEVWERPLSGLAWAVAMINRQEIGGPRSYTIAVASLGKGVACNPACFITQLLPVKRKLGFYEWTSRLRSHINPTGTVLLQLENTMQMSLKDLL
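Human spleen homogenate (1 ug) was the enzyme source, with 4-methylumbelliferyl-alpha-D-galactopyranoside (1 mM final) in pH 5.0 citrate buffer with 0.01% Tween-20. Compounds were titrated; after 40 min at 37C, NaOH/glycine stop, 4-MU fluorescence read; AC50 from Hill fits.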
KinaseGlo FLuc = Counterscreen for Luciferase (Kinase-Glo TM) Inhibition. Luciferin 4-monooxygenase (Photuris pensylvanica), Q27757. Kinase-Glo luciferase, ATP luminescence, 8 min. Potency, µM (highest dose often 38.3 µM), inactives show top-dose activity change, negative = inhibition, most hits filed as inhibitors. 0.28% of 200,000 active; also: potency is read from the fitted curve at half-maximal effect; % is scaled to controls: 0 for no effect and ±100 for the full control effect; nearly all actives have a fitted effect of over 60% in size
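Substrate mix (final 50 mM imidazole pH 7.2, 50 mM KCl, 7 mM MgCl2, 10 uM ATP, 0.01% Tween 20, 0.05% BSA) plus pin-tool compound, then Kinase-Glo detection mix; 8 min ambient, luminescence read.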
Epigenetic reg = Quantitative High-Throughput Screen for Regulators of Epigenetic Control; murine LDR cells, GFP reporter derepression, 30 h; Potency, µM (highest dose often 53.9 µM), for inactives: at the highest dose GFP activation, hits mostly activators; 0.2% of 280,000 active; AID 1865, 2009; also: potency is read from the fitted curve at half-maximal effect; % of control where 0% means no effect; nearly all actives have a fitted effect of over 60% in size
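Readout is the number of GFP-expressing murine LDR cells, counted by cytometry following washing. Cells were treated with compound for 30 h at 37 C; the stably integrated CMV-GFP locus is normally silent.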
Lamin A splicing = qHTS Assay for Modulators of Lamin A Splicing; HeLa LMNA splicing GFP/RFP minigene ratio, 48 h; Potency, µM (top dose mostly 46.1 µM), without a hit: at the highest dose ratio change, negative = inhibition, usual class: inhibitors; 0.01% of 200,000 active; active = well fitted inhibition curve with a large enough effect in the signal ratio, with a control signal flat, not every such curve was filed as active; inconclusive = small, poorly fitted or top-dose-only effect, or effect the other way, or a change in a side signal; the % refers to the signal ratio; also: potency is read from the fitted curve at half-maximal effect; % is scaled to controls: 0 for no effect and ±100 for the full control effect
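Read-out is the ratio of GFP to DsRed2 object intensity, acquired by 488 nm laser-scanning cytometry on HeLa lamin A-EGFP minigene reporter cells. Compound incubation 48 hrs at 37 °C in Opti-MEM with 2% FBS; DMSO 0.5% final.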
CBFb RUNX1 block = qHTS Assay for Compounds Blocking the Interaction Between CBF-beta and RUNX1 for the Treatment of Acute Myeloid Leukemia. Runt-related transcription factor 1 (Homo sapiens) + Core-binding factor subunit beta …. AlphaScreen CBFb-His/RUNX1-biotin binding, biochemical. Potency, µM (doses to about 59.8 µM), inactives show at the top dose activity, negative = inhibition, usual class: inhibitors. 230,000 tested, under 10 active; also: % of control where 0% means no effect
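His-tagged CBF-beta and biotinylated RUNX1 (30 nM each) were premixed 20 min at room temperature, exposed to compound for 15 min, then given nickel-chelate and streptavidin AlphaScreen beads (50 ng each). After 90 min, AlphaScreen signal was read.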
IMPase Li cell = qHTS Assay for Identifying the Cell-Membrane Permeable IMPase Inhibitors: Potentiation with Lithium; 0.35% of 210,000 active; Potency, µM (doses to about 59.4 µM), for inactives: at the top dose activity, negative = IMPase inhibition, actives largely listed as inhibitors; AID 1457, 2008; CHO-M1 cells, IP1 TR-FRET (IP-One), carbachol + lithium;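 also: IP1 builds up when IMPase is blocked and the TR-FRET signal falls; potency is read from the fitted curve at half-maximal effect; plate controls were basal vehicle for no effect and high inhibitor control for full effect; nearly all actives have a fitted effect of over 50% in size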
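Concentration–response in CHO-M1 cells, lithium-potentiated; 30 min at 37C. IP1 detected by competitive TR-FRET after 10 min lysis at RT. Hill-fitted AC50.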
NPSR antagonist = qHTS Assay for Antagonists of the Neuropeptide S Receptor: cAMP Signal Transduction | Q6W5P4 | CHO-NPSR cells, cAMP TR-FRET, antagonist mode | 1% of 220,000 active | Potency, µM (highest dose often 38.3 µM), inactives show at the highest dose activity change, negative = inhibition, most hits filed as inhibitors; also: potency is read from the fitted curve at half-maximal effect; % is scaled to controls: 0 for no effect and ±100 for the full control effect; nearly all actives have a fitted effect of over 50% in size; many of its hits are not listed in these tables
Target sequence (Q6W5P4 whole entry, looked up): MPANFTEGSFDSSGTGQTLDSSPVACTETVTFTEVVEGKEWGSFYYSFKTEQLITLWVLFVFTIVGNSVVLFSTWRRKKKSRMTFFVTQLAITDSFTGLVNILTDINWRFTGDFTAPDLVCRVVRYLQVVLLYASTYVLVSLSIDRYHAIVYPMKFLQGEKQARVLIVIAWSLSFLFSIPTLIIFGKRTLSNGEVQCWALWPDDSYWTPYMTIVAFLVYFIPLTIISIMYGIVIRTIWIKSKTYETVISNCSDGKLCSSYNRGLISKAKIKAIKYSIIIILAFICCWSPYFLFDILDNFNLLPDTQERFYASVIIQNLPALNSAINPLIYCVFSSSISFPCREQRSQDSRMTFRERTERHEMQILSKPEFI
* hit, by the source's call; u = inconclusive; x = no result given; & = joins results of further samples; [ ] = another dose, or the depositor's remark. Unless noted, calls follow the shape of the dose curve; as a rule, active = well fitted curve in the direction sought with a large enough effect; inconclusive = small, poorly fitted or top-dose-only effect, or another doubt; inactive = no such curve, though single readings can be large; an effect the other way counts as inactive or inconclusive. The list is partial. The share of hits here may be higher or lower than overall.

molecule,GLA spleen mod,KinaseGlo FLuc,Epigenetic reg,Lamin A splicing,CBFb RUNX1 block,IMPase Li cell,NPSR antagonist
CC1CCCCN1S(=O)(=O)c1ccc(C(=O)Nc2ccccc2-c2nc3ccccc3[nH]2)cc1 (stereo not given),11%,5%,3.5%,-18%,-8%,4%,-15%[46.1 µM]
O=C(NC(NC(=O)c1ccccc1)c1ccccc1)c1ccccc1,-4%,19%,0.1%,3%,-8%,21%[38.3 µM],-16%[46.1 µM]
c1cc(C2CCCCC2)ccc1Oc1nc(N2CCOCC2)nc(N2CCOCC2)n1,1%,-3%,0.0%,11%,0%,6%[38.3 µM],-7%[46.1 µM]
CCOC(=O)c1ccccc1NC(=O)CSc1ncc(C(=O)OCC)c(N)n1,-2%,-2%,-1.0%,2%,7%,36%[activator][38.3 µM],-20%[46.1 µM]
O=C(Nc1cccnc1Cl)c1ccc2c(Cl)c3c(nc2c1)CCC3,2%,-1%,-0.6%,11%[9.22 µM],-12%,8%,-4%
CC1(C)C2CCC(C2)C1(C)NC(=O)CNCc1cccs1 (stereo not given),-10%,-1%,-1.4%,-9%[46 µM],4%,9%,-11%
Cc1c(C(=O)C(=O)NCCCn2ccnc2)c2ccccc2n1C,7%,1%,2.1%,15%[46 µM],11%,2%,9%
Cc1ccc(N(CN2C(=O)C3CC=CCC3C2=O)C(=O)c2ccco2)cc1Cl (stereo not given),-2%,12%,1.2%,1%,-9%,-12%[38.3 µM],-15%[7.67 µM]
CCCc1c(O)nc(SCCN(CC)CC)n(C(=O)c2ccccc2)c1=O,1%,0%,-1.1%,-3%,7%,16%[38.3 µM],-14%[46.1 µM]
C=CCSc1nn2c(=O)c3ccccc3nc2s1,2%,-12%,0.0%,-6%,5%,-3%[38.3 µM],-3%[46.1 µM]
COc1cc(-c2ccc(NC(=O)CN3CCC(C)CC3)c(OC)c2)ccc1NC(=O)CN1CCC(C)CC1,4%,3%,-0.9%,-9%,3%,0%,0%[46.1 µM]
Cn1nnnc1SCC(=O)c1c(N)n(C)c(=O)n(C)c1=O,-1%,14%,0.0%,6%,-7%,-16%[38.3 µM],-10%[46.1 µM]
COc1ccc(-c2cc3ncc(C(C)=O)c(C)n3n2)cc1,2%,-4%,3.5%,12%[46 µM],-1%,7%,-3%
O=C(Nc1ccc(NC(=O)c2ccccc2)nc1)c1ccncc1,-3%,0%,-1.0%,-7%[46 µM],-7%,1%,11%
NC(=S)NNc1c(F)c(F)c(F)c(F)c1F,2%,-1%,2.4%,15%[46 µM],-4%,-5%,20%
CCOC(=O)Cn1nnc(-c2cccc(OC)c2)n1,0%,-1%,0.0%,-5%,4%,11%[38.3 µM],-6%[46.1 µM]
CC(C)NC(=O)c1cc2c(C(F)(F)F)nn(C)c2s1,-7%,0%,-0.8%,7%,6%,-5%[38.3 µM],3%[46.1 µM]
C/C(=N\NC(=S)NCc1ccccc1)c1ccc(Cl)cc1,-1%,-1%,-0.3%,u,-19%,13%,-52%
CCn1ncc(C(=O)Nc2ccc(S(=O)(=O)N3CCCC3)cc2)c1C,6%,-1%,0.0%,u,-7%,4%[38.3 µM],-3%[46.1 µM]
CCOC(=O)N1CCC(NC(=O)CN2C(=O)CCSc3ccccc32)CC1,5%,2%,0.0%,-11%,10%,14%[38.3 µM],0%[46.1 µM]
CCOc1cc(C(=O)Nc2nnc(C)s2)cc(OCC)c1OCC,2%,2%,-2.5%,-9%,-1%,-7%,-1%
CC(C)CN(CC(C)C)c1nc(N)c(C#N)c(CC#N)c1C#N,0%,2%,-1.8%,14%,2%,-1%[38.3 µM],-16%[46.1 µM]
Cc1cccc2nc(CNc3ccc(F)cc3)cn12,-5%,4%,0.9%,1%,-6%,15%[38.3 µM],-6%[46.1 µM]
CCN(CC)C(=O)CSc1nnc(-c2ccco2)n1Cc1ccco1,1%,-4%,-1.1%,8%,7%,3%[38.3 µM],10%[46.1 µM]
O=C(NCc1ccc(F)cc1)c1noc2c1CCCC2,5%,-4%,1.6%,12%,5%,-5%[38.3 µM],-2%[46.1 µM]
CCOc1ccc(-c2nc(C#N)c(N3CCN(Cc4ccccc4)CC3)o2)cc1,-1%,-3%,-1.0%,u,-23%,15%[38.3 µM],-22%[46.1 µM]
CNC(=O)CSc1nnc(-c2ccco2)n1-c1ccccc1OC,-3%,-5%,-2.6%,6%,1%,2%[38.3 µM],14%[46.1 µM]
CCCC1=C(C(=O)OCC)C(c2ccncc2)n2ncnc2N1 (stereo not given),-19%,-4%,1.8%,2%,4%,14%[38.3 µM],-4%[46.1 µM]
C1CCc2nnnn2CC1,0%,-4%,-0.1%,u,10%,5%&9%&4%&2%,10%[46.1 µM]
C[C@@H](C(=O)N1CCN(C(=O)OC(C)(C)C)CC1)n1cc(-c2cn([C@@H](C)C(=O)N3CCN(C(=O)OC(C)(C)C)CC3)nn2)nn1,0%,x,5.0%,x,13%,x,16%
OCC1(CO)COC(c2ccccc2)=N1,-7%,1%,5.3%,u,7%,-6%,-6%
O=C(CCS(=O)(=O)c1cccc2nonc12)N1CCCc2ccccc21,8%,9%,3.1%,11%,5%,25%[38.3 µM],9%[46.1 µM]
C/C(CC(=O)Nc1cccc(C(F)(F)F)c1)=N\NC(=O)C(=O)NCC(C)C,2%,x,2.6%,x,-2%,12%,5%
CCOC(=O)c1c(C)nc2sccn12,-4%,-8%,-0.2%,2%,1%,4%[38.3 µM],12%[46.1 µM]
COc1ccc(-c2csc3nc(C)nc(N4CCCCC4)c23)cc1OC,-2%,1%,0.4%,x,-5%,6%,-50%
O=C(CNC(=O)c1ccc(Br)cc1)NCCc1nc2ccccc2[nH]1,0%,-1%,0.0%,1%,-4%,-6%[38.3 µM],4%[46.1 µM]
CCN(C(=O)Cn1cc(C(C)=O)c2ccccc21)c1ccccc1,-5%,-3%,0.1%,x,3%,8%,-17%
COc1ccc(/C=N/N2CCN(C)CC2)cc1O,-3%,3%,0.9%,0%,12%,25%[38.3 µM],-10%[46.1 µM]
CC(=O)Nc1sc2c(c1C#N)CCC(C)C2 (stereo not given),-4%,0%,-4.2%,x,4%,4%,14%
COc1cc(C(=O)N2CCN(C/C=C/c3ccccc3)CC2)cc(OC)c1C,4%,0%,0.0%,-5%,-6%,20%[38.3 µM],-30%[46.1 µM]
COCCn1c(=O)c(CCc2ccccc2)nc2cnc(N3CCNCC3)nc21,-3%,-3%,x,x,x,6%,x
OCCNc1nc2ccccc2[nH]1,-13%,0%,-1.1%,6%,3%,-1%[38.3 µM],-14%[46.1 µM]
O=C(Cc1nnc(NC(=O)Nc2ccc(Cl)cc2)s1)NCc1ccccc1,10%,3%,0.3%,-2%,3%,0%,7%
COc1ccc(/C=N/NC(=O)c2cccnc2)cc1COc1ccc([N+](=O)[O-])c(C)c1,2%,x,-0.8%,x,-20%,x,35%
Cc1cc2cc3c(cc2nc1SCc1ccc(C(=O)O)cc1)OCCO3,-16%,5%,0.1%,-15%,-2%,-4%,-10%
CCCCC(=O)c1ccc(O)cc1,4%,-4%,-1.0%,0%,3%,25%[38.3 µM],0%[46.1 µM]
CC1(C)NC(=O)N(CC(O)CN2C(=O)NC(C)(C)C2=O)C1=O,4%,-1%,0.9%,0%,13%,-16%[38.3 µM],3%[46.1 µM]
Cc1ccc(-n2ncc3c(NCc4ccco4)ncnc32)c(C)c1,-3%,2%,0.0%,u,3%,27%[38.3 µM],-3%[46.1 µM]

Shown field by field: entries from further up.
COc1ccc(/C=N/N2CCN(C)CC2)cc1O
  GLA spleen mod = -3%	KinaseGlo FLuc = 3%	Epigenetic reg = 0.9%	Lamin A splicing = 0%	CBFb RUNX1 block = 12%	IMPase Li cell = 25%[38.3 µM]	NPSR antagonist = -10%[46.1 µM]

CC(=O)Nc1sc2c(c1C#N)CCC(C)C2 (stereo not given)
  GLA spleen mod = -4%	KinaseGlo FLuc = 0%	Epigenetic reg = -4.2%	Lamin A splicing = x	CBFb RUNX1 block = 4%	IMPase Li cell = 4%	NPSR antagonist = 14%

COc1cc(C(=O)N2CCN(C/C=C/c3ccccc3)CC2)cc(OC)c1C
  GLA spleen mod = 4%	KinaseGlo FLuc = 0%	Epigenetic reg = 0.0%	Lamin A splicing = -5%	CBFb RUNX1 block = -6%	IMPase Li cell = 20%[38.3 µM]	NPSR antagonist = -30%[46.1 µM]

COCCn1c(=O)c(CCc2ccccc2)nc2cnc(N3CCNCC3)nc21
  GLA spleen mod = -3%	KinaseGlo FLuc = -3%	Epigenetic reg = x	Lamin A splicing = x	CBFb RUNX1 block = x	IMPase Li cell = 6%	NPSR antagonist = x

Following part:
molecule,GLA spleen mod,KinaseGlo FLuc,Epigenetic reg,Lamin A splicing,CBFb RUNX1 block,IMPase Li cell,NPSR antagonist
COc1ccccc1N1CCN(CCN2C(=O)CC3(CCCC3)CC2=O)CC1,-6%&-12%&12%,1%&1%,-0.2%&10%&-0.8%,u,u,16%&14%&23%,-13%[46.1 µM]
Cc1ccc(NC(=O)c2cc(NC(=O)CCCC(=O)O)ccc2Cl)cc1Cl,-2%,-5%,-0.9%,-3%[0.0737 µM],0%,-6%[38.3 µM],1%[46.1 µM]
O=C(COC(=O)c1n[nH]c2ccccc12)NC(=O)NC12CC3CC(CC(C3)C1)C2,1%,-1%,-0.8%,10%,-15%,7%[38.3 µM],-3%[46.1 µM]
O=C(c1ccc(F)cc1)N1CCN(Cc2ccccc2Br)CC1,5%,2%,3.5%,-2%,8%,34%[38.3 µM],-12%[46.1 µM]
CN(C(=O)c1ccc(=O)[nH]c1)C1(C(=O)NC2CCCCC2)CCCCC1,-4%,x,-1.1%,9%,4%,x,3%[46.1 µM]
CCOC(=O)Cn1cc(C(=O)c2cccs2)c2ccccc21,-1%,0%,-1.1%,2%,9%,-3%[38.3 µM],-13%[46.1 µM]
O=C(Oc1ccc([N+](=O)[O-])cc1)c1cncc(Br)c1,-9%,-3%,-2.1%,7%,-6%,0%,8%
